DNMT1 block = human DNMT1 methyltransferase inhibitors, primary screen, biochemical, molecular beacon, fluorescence, HinP1I cleavage, uHTS | DNA (cytosine-5)-methyltransferase 1 (Homo sapiens), P26358 | inhibition (reported as % activation of signal), % at 10 µM | hit rate 0.83% among 360,000 | AID 588458, 2011; in the data active = inhibition above about 50%
CSN inh = inhibitors of CSN-mediated cullin deneddylation, primary screen, biochemical, fluorescence polarization, uHTS; COP9 signalosome complex subunit 5 (Homo sapiens), Q92905; AID 651999, 2013; inhibition, % at 12.5 µM; hit rate 0.38% among 360,000; Purified CSN, SCF-Nedd8-OG deneddylation;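 active = pattern-corrected inhibition above about 35%, with an unprinted fluorescence ratio check between 0.5 and 1.5, limit read from the data, passing the limit was not always enough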;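 also: 0% = enzyme with substrate and 100% = substrate without enzyme; some results filed as inactive read as strong as hits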
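Assay system: purified human Csn5 enzyme expressed in HEK293T cells; measure: % inhibition; also added: SCFSkp2-Nedd8OG substrate at 10 nM final; technique: fluorescence polarization; times: reaction 90 min, room temperature; medium: Tris buffer pH 7.5, NaCl, DTT, Tween-20, trehalose, ovalbumin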
LMPTP block = LMPTP phosphatase inhibitors, primary screen, biochemical, fluorescence intensity, uHTS; hit rate 0.22% among 360,000; AID 651560, 2012; Low molecular weight phosphotyrosine protein phosphatase (Homo sapiens), P24666; recombinant LMPTP-A, OMFP fluorogenic substrate; inhibition, % at 20 µM;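 active = compounds that cut the enzyme signal by at least half of the control window in the single-dose screen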;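 also: plate controls were DMSO wells with enzyme plus substrate for no effect and substrate without enzyme for full effect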
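Test system – LMPTP-A phosphatase enzyme · Quantity – 0.625 nM LMPTP-A final · Reagent – OMFP substrate, 400 µM final · Dosing – one test concentration per compound, 20 µM, with 3% DMSO overall · Timing – 50 min enzyme reaction at room temperature, protected from light · Detection – fluorescence intensity · Controls – substrate-only low control, DMSO enzyme-plus-substrate high control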
NadD block = inhibitors of S. aureus NadD, primary screen, biochemical, colorimetric, uHTS. Nicotinate-nucleotide adenylyltransferase NadD (Staphylococcus aureus N315). purified NadD enzyme, colorimetric absorbance read-out. inhibition, % at 20 µM. hit rate 0.78% among 360,000; in the data active = inhibition above about 26%; also: some compounds past the cut are filed as inactive
Neddylation inh = inhibitors of cullin neddylation, primary screen, biochemical, TR-FRET, uHTS, NAE and Ubc12; NEDD8-conjugating enzyme Ubc12 (Homo sapiens) + NEDD8-activating enzyme E1 regulatory …; calls only at 25 µM; hit rate 0.58% among 360,000; AID 651699, 2012; in the data active = inhibition above about 36%
Target sequence (P61081 whole entry, looked up): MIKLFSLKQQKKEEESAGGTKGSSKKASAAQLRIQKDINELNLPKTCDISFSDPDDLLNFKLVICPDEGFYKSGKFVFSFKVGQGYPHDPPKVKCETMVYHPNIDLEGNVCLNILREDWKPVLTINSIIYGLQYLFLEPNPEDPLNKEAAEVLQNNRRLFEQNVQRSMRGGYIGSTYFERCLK
Target sequence (Q13564 whole entry, looked up): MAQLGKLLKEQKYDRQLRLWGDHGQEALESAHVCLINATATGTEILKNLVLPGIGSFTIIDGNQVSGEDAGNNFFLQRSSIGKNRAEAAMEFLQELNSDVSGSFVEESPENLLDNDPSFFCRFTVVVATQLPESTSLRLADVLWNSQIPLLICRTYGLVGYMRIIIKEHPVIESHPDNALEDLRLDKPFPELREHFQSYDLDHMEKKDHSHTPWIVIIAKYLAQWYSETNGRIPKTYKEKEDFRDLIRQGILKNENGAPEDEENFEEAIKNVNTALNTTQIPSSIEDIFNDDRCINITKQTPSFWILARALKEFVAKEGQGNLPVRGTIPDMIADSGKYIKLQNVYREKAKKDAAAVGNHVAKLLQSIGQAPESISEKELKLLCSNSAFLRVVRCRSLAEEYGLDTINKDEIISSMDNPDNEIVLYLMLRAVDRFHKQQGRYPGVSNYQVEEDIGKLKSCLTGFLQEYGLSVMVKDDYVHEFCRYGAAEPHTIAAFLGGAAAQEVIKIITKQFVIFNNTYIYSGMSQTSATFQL
Scp1 inh = Scp-1 phosphatase inhibitors, primary screen, biochemical, colorimetric, uHTS | Carboxy-terminal domain RNA polymerase II polypeptide A small phosphatase 1 (Homo … | inhibition, % at 20 µM | hit rate 0.88% among 340,000 | Recombinant Scp1, phosphopeptide, malachite green phosphate absorbance;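 active = inhibition above about 50% at 20 µM, limit read from the data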;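 also: plate controls were DMSO wells with enzyme for no effect and wells lacking enzyme for full effect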
Target sequence (Q9GZU7 76-261 limits assumed): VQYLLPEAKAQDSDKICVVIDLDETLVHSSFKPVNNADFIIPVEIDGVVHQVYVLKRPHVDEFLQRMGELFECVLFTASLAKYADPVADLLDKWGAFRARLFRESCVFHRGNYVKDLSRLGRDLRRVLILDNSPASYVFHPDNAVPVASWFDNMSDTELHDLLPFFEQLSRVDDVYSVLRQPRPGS
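Incubation: 45 min enzyme reaction at room temperature / System: truncated SCP-1 phosphatase (76-261aa) / Reagent: Phospho 17-mer peptide substrate / Buffer or medium: Acidic Tris acetate buffer with magnesium and detergent / Signal: absorbance at 630 nm / Doses: one concentration, 20 µM, with 1.0% DMSO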
SUMO1-SIM PPI = modulators of SUMO1 protein-protein interactions, primary screen, biochemical, uHTS | Small ubiquitin-related modifier 1 (Homo sapiens), P63165 | SUMO1 binding to a labelled peptide, TR-FRET, 1 h | inhibition, % at 20 µM | hit rate 0.33% among 360,000; in the data active = inhibition above about 37%
Rin1-Abl PPI inh = inhibitors of Rin1-Abl protein binding, primary screen, biochemical, TR-FRET; Tyrosine-protein kinase ABL1 (Homo sapiens) + Ras and Rab interactor 1 (Homo sapiens), …; inhibition, % at 7.35 µM; hit rate 0.4% among 360,000; AID 588664, 2011; in the data active = inhibition above about 5%, passing the limit was not always enough
STEP block = STEP phosphatase inhibitors, primary screen, biochemical, fluorescence intensity, uHTS; hit rate 0.25% among 360,000; inhibition, % at 20 µM; recombinant STEP, OMFP fluorogenic substrate; Tyrosine-protein phosphatase non-receptor type 5 (Homo sapiens), P54829;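 active = inhibition at 20 µM, scaled per plate between control wells, above about 37%, limit read from the data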;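 also: 0% = DMSO with enzyme and substrate and 100% = substrate only without enzyme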
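Also added – OMFP at 25 µM · Test system – STEP tyrosine phosphatase · Technique – FITC-channel fluorescence of OMFP product · Schedule – 20 min at room temperature, dark · Evaluation – control-normalized % inhibition with plate pattern correction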
Rpn11 block = Rpn11 (PSMD14) deubiquitinase inhibitors, primary screen, biochemical, fluorescence polarization, uHTS; AID 588493, 2011; calls only at 20 µM; human 26S proteasome, Ub4-pepOG fluorescence polarization; 20S core pre-blocked with epoxomicin; hit rate 0.59% among 360,000;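 active = inhibition at 20 µM, scaled to each plate's controls, above about 33%, limit read from the data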
Numbers without * were called inactive; i = inactive; · = not tested or not shown. This is a random part of the collection (roughly 3.8% active in at least one column).

entry	SMILES	DNMT1 block	LMPTP block	NadD block	CSN inh	Neddylation inh
1	CCOC(=O)C1=C(C)NC2=C(C1c1ccc([N+](=O)[O-])cc1)S(=O)(=O)c1ccccc12 (stereo not drawn)	-11	2.5	5	-2	i
2	O=C(CSc1nnc(COc2ccccc2)n1Cc1ccco1)c1ccc(F)cc1	-5	0.9	2	-2	i
3	COc1ccc(S(=O)(=O)NC2CC(C)(C)NC(C)(C)C2)cc1	1	-0.1	5	-6	i
4	COCC(=O)NCc1ccc2c(c1)cc(C)n2C	-1	0.4	2	-4	i
5	CC(C)CNC(=O)COC(=O)c1ccccc1OCC(=O)Nc1ccc(Br)cc1	29	-1.5	0	-23	i
6	O=C(c1ccc(Br)o1)N(Cc1ccccc1)Cc1ccccc1	-2	1.9	-5	5	i
7	c1ccc(C2=Nn3c(nnc3-c3cc(-c4ccccc4)n[nH]3)SC2)cc1	-6	4.4	20	0	i
8	Cc1ccc(OC(C)C(=O)O)cc1C (stereo not drawn)	-1	-0.8	-1	2	i

entry	Rin1-Abl PPI inh	Rpn11 block	SUMO1-SIM PPI	STEP block	Scp1 inh
1	-5	i	-11	1	-1
2	-3	i	-1	2	-6
3	-1	i	-3	0	2
4	-6	i	-15	-2	1
5	-4	i	5	-1	7
6	0	i	4	0	-4
7	0	i	3	-5	0
8	2	i	0	0	-5

(continued)
entry	SMILES	DNMT1 block	LMPTP block	NadD block	CSN inh	Neddylation inh
9	COc1cccc(C(=O)Nc2cc(S(=O)(=O)N3CCCCC3)ccc2OC)c1	-2	-0.7	-12	-5	i
10	Cc1ccc(S(=O)(=O)N2CCC(=O)N(CCOCc3cccc(Cl)c3)CC2)cc1	-5	-0.1	-3	0	i
11	Cc1ccc(-n2ncc3c(Nc4c(C)n(C)n(-c5ccccc5)c4=O)ncnc32)c(C)c1	1	-0.2	7	3	i
12	CCN(CC)c1nc2c(s1)C(=O)CC(C)(C)C2	0	-0.5	-6	0	i
13	COc1c2c(cc3c1C(CC(O)Cc1ccccc1)N(C)CC3)OCO2 (stereo not drawn)	-17	1.7	-4	1	i
14	O=C(NC1CCCCC1)c1cc(S(=O)(=O)N2CCN(c3ccccc3)CC2)ccc1Cl	7	-0.8	-1	2	i
15	Cc1c(C(=O)O)c2cc(O)ccc2n1-c1ccccc1	5	0.6	-7	1	i
16	COCCCn1c(=N)c(C(=O)NCc2ccc3c(c2)OCO3)cc2c(=O)n3ccccc3nc21	15	20	8	5	i

entry	Rin1-Abl PPI inh	Rpn11 block	SUMO1-SIM PPI	STEP block	Scp1 inh
9	5	i	5	-2	1
10	2	i	0	-1	-5
11	2	i	-6	-1	-4
12	3	i	-4	-2	-1
13	0	i	-3	-2	4
14	0	i	0	-1	-7
15	7	i	-1	4	0
16	-12	i	-13	3	-2

(list continues)
entry	SMILES	DNMT1 block	LMPTP block	NadD block	CSN inh	Neddylation inh
17	COc1cccc(OC)c1C(=O)NCCOc1cc(C)cc(C)c1	-5	-0.9	-6	4	i
18	CN1CCN(NC(=O)CN2C(=O)/C(=C/c3c(Cl)cccc3Cl)SC2=S)CC1	-5	-0.7	-2	4	i
19	N/C(=N\OC(=O)c1cc(Cl)ccc1Cl)c1ccncc1	13	41	3	2	i
20	CC(C)C(=O)N1CCN(c2ccccc2NC(=S)NC(=O)/C=C/c2ccco2)CC1	-9	1.8	14	0	i
21	CN1CCN(C(=S)c2ccc(-c3cccc(Cl)c3Cl)o2)CC1	-11	0.5	-1	1	i
22	Cc1cccc(NC(=O)Cc2c(F)cccc2Cl)n1	4	-2.9	-5	2	i
23	O=C(C[C@@H]1C/C=C\C[C@@H](Cc2ccc(F)cc2)C(=O)OCCNC1=O)N[C@H](CO)Cc1ccccc1	-2	-1.1	-6	-2	i
24	CCOC(=O)N1CCN(C(c2ccc(Cl)cc2)c2sc3nc(C)nn3c2O)CC1 (stereo not drawn)	1	-1.2	-5	-6	i

entry	Rin1-Abl PPI inh	Rpn11 block	SUMO1-SIM PPI	STEP block	Scp1 inh
17	-2	i	6	-1	0
18	-6	i	-14	1	-6
19	1	i	33	11	-1
20	-2	i	8	2	-4
21	-3	i	-11	1	-4
22	-1	i	-2	1	-2
23	1	i	4	0	42
24	-3	i	-7	2	-4

Continued.
entry	SMILES	DNMT1 block	LMPTP block	NadD block	CSN inh	Neddylation inh
25	COc1cccc(Nc2nc(-c3cccs3)nc3ccccc23)c1	-12	7.9	8	3	·
26	Cc1cccc(C)c1NC(=O)CN1CCN(C(=O)C2CCC2)CC1	0	-1.2	-5	0	i
27	COc1ccc(NC(=O)N(C2CCCCC2)C(C)c2ccco2)c(OC)c1 (stereo not drawn)	-6	-1.1	-2	-2	i
28	CC1c2ccccc2N(NC(=O)Cc2ccccc2)C1C (stereo not drawn)	-2	-0.3	0	2	i
29	CC(=O)N/N=C(\C)CC(=O)Nc1cccc2c1CCCC2	-5	-0.6	5	-3	i
30	CC1=NN(C(=O)c2ccc(Cn3nc(C)cc3C)o2)C(O)(C(F)(F)F)C1 (stereo not drawn)	0	-1.1	-2	-2	i
31	Cc1ccccc1OCC(=O)OC(C)C(=O)NC1CCCC1 (stereo not drawn)	-1	-1.4	-8	2	i
32	O=C(CN1CCN(C(=O)c2ccccc2Cl)CC1)Nc1cccc(S(=O)(=O)N2CCCC2)c1	-2	-1.8	0	3	i

entry	Rin1-Abl PPI inh	Rpn11 block	SUMO1-SIM PPI	STEP block	Scp1 inh
25	0	i	2	-1	5
26	7	i	0	-1	4
27	-3	i	0	0	-5
28	-3	i	10	2	-7
29	-1	i	4	-1	-5
30	2	i	1	16	-9
31	4	i	-5	-1	-8
32	2	i	4	2	-6

More compounds follow:
entry	SMILES	DNMT1 block	LMPTP block	NadD block	CSN inh	Neddylation inh
33	CCNc1nc(NCC)nc(SCCOC(=O)COc2ccc(Cl)cc2Cl)n1	1	-0.4	3	-1	i
34	CCOC(=O)c1nc(C)nc(Sc2n[nH]c(-c3ccc(C(C)(C)C)cc3)n2)c1C	-5	1.4	-4	-3	i
35	COc1ccc(NC(=O)c2ccccc2-c2ccccc2C(=O)O)cc1	1	-7.3	-5	0	i
36	Clc1ccccc1CN1CCN(/N=C/C=C/c2ccco2)CC1	-5	1.4	9	2	i
37	N#Cc1ccccc1Cn1c(=O)n(Cc2ccc(C(=O)NCc3ccco3)cc2)c(=O)c2ccccc21	27	4.2	12	5	i
38	CC(OC(=O)C1CC(=O)N(Cc2ccccc2)C1)C(=O)Nc1ccccc1[N+](=O)[O-] (stereo not drawn)	4	-1.3	0	4	i
39	O=[N+]([O-])c1ccc(N(CCO)Cc2ccccc2)c([N+](=O)[O-])c1	-3	1.7	-5	0	i
40	CCOC(=O)C1(Cc2ccccc2C(F)(F)F)CCN(C2CCC2)CC1	0	0.1	-3	-6	i
41	COC(=O)[C@]1(Cc2ccccc2)N[C@H](CN(C)C(=O)Nc2ccccc2)[C@@H]2C(=O)N(Cc3ccccc3)C(=O)[C@@H]21	-3	0.6	5	2	i
42	Cc1cc(OCC(=O)Nc2ccc(CCO)cc2)c2c(C)c(C)c(=O)oc2c1	7	-1.2	-1	-5	·

entry	Rin1-Abl PPI inh	Rpn11 block	SUMO1-SIM PPI	STEP block	Scp1 inh
33	3	i	2	0	5
34	-1	i	4	3	1
35	2	i	3	0	-15
36	-1	i	-10	2	-16
37	-2	i	0	0	13
38	-1	i	-15	-1	-6
39	-1	i	-32	-2	-10
40	-1	i	-1	-1	-1
41	-3	i	1	0	-4
42	0	i	-5	1	-3

In the list so far, these contain an aryl methoxy group.
entry	SMILES	DNMT1 block	LMPTP block	NadD block	CSN inh	Neddylation inh
3	COc1ccc(S(=O)(=O)NC2CC(C)(C)NC(C)(C)C2)cc1	1	-0.1	5	-6	i
9	COc1cccc(C(=O)Nc2cc(S(=O)(=O)N3CCCCC3)ccc2OC)c1	-2	-0.7	-12	-5	i
13	COc1c2c(cc3c1C(CC(O)Cc1ccccc1)N(C)CC3)OCO2 (stereo not drawn)	-17	1.7	-4	1	i
17	COc1cccc(OC)c1C(=O)NCCOc1cc(C)cc(C)c1	-5	-0.9	-6	4	i
25	COc1cccc(Nc2nc(-c3cccs3)nc3ccccc23)c1	-12	7.9	8	3	·
27	COc1ccc(NC(=O)N(C2CCCCC2)C(C)c2ccco2)c(OC)c1 (stereo not drawn)	-6	-1.1	-2	-2	i
35	COc1ccc(NC(=O)c2ccccc2-c2ccccc2C(=O)O)cc1	1	-7.3	-5	0	i

entry	Rin1-Abl PPI inh	Rpn11 block	SUMO1-SIM PPI	STEP block	Scp1 inh
3	-1	i	-3	0	2
9	5	i	5	-2	1
13	0	i	-3	-2	4
17	-2	i	6	-1	0
25	0	i	2	-1	5
27	-3	i	0	0	-5
35	2	i	3	0	-15

Source: PubChem (several laboratories)
